Rad51 HR inh = blocks human Rad51 in homologous recombination | hRad51 DNA strand exchange, fluorescence dequenching | Q06609 | inhibition, % at 10 µM | AID 1385 | hit rate 0.085% among 200,000;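 active = inhibition above 40% at the single screening dose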;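 note: 0% = DMSO control wells and 100% = blanks with heterologous ssDNA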
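Test system – preformed human Rad51 ssDNA filaments · Reagent – Donor/quencher-labelled 47-bp dsDNA substrate · Incubation – 37 °C 15-min filament assembly, 30-min compound preincubation, 15-min exchange · Signal – FRET fluorescence dequenching, excitation 485 nm, emission 520 nm · Read-out – percent inhibition from fluorescence, normalised to plate control and blank means · Benchmarks – plate control and blank wells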
PERK inhibitor = blocks human PERK kinase; Q9NZJ5; hit rate 0.17% among 220,000; CHO PERK-DD fusion, SEAP luminescence translation reporter; inhibition, % at 5.6 µM;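 active = inhibition above the mean inhibition of all tested compounds plus 3 SD, set separately per screening campaign, cut at about 2.9% in these data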;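 note: PERK kinase domain activated by AP20187 dimerizer at 100 nM; 0% = DMSO with dimerizer and 100% = rapamycin at 8.4 µM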
Target sequence (Q9NZJ5 whole entry, looked up, the tested form may be a part): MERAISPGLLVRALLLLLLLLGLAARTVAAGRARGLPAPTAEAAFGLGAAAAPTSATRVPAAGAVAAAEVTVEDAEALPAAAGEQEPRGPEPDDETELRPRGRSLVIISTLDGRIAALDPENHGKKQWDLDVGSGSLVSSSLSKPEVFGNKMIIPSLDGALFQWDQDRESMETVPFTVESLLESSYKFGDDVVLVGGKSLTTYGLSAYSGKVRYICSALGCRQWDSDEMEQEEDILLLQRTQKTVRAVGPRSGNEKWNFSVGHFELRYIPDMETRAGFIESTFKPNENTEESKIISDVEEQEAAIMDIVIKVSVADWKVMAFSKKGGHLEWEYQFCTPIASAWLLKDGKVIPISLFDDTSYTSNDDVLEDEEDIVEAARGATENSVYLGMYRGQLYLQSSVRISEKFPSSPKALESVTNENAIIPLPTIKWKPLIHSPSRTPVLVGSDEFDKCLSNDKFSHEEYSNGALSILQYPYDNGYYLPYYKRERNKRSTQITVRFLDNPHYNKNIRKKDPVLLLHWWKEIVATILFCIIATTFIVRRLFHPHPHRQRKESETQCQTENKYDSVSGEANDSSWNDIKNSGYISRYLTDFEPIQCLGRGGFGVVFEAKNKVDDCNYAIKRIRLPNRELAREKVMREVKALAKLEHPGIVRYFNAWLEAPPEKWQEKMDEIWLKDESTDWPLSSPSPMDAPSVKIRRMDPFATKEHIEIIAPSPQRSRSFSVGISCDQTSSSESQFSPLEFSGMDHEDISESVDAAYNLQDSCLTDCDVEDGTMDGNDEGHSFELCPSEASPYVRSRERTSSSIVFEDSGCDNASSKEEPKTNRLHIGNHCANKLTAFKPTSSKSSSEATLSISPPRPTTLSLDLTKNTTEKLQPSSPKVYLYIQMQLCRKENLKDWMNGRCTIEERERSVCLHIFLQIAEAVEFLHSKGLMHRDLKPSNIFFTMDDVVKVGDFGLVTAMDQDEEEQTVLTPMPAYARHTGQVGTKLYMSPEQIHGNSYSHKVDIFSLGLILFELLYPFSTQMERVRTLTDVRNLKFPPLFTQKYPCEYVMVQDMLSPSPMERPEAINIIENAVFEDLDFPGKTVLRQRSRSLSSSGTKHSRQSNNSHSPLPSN
FXIIa inh = blocks human coagulation factor XIIa protease activity. inhibition, % at 5 µM. P00748. hit rate 0.3% among 220,000. purified FXIIa, Boc-QGR-AMC fluorogenic substrate, 2 h; in the data active = inhibition above about 40%;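 note: 0% = enzyme with no compound and 100% = blank without enzyme; many of its hits are not listed in these tables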
thrombin 1536 = inhibitors of human thrombin; alpha-thrombin, Boc-VPR-AMC fluorogenic substrate cleavage; inhibition, % at 5 µM; hit rate 0.26% among 220,000;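 active = inhibition at or above 40%; inactive = inhibition below 40%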;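 note: 0% = enzyme with no compound and 100% = wells without enzyme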
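System – human alpha-thrombin protein · Reagent – Boc-VPR-AMC substrate, 15 µM final · Compound – 5 µM single dose in 0.2% DMSO · Schedule – reaction at room temperature · Technique – AMC fluorescence at 355 nm excitation and 460 nm emission · Read-out basis – % inhibition relative to enzyme controls and enzyme-free blanks · Control set – no-compound enzyme wells and no-enzyme blanks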
FXIa inh = factor XIa (human) inhibition; P03951; hit rate 0.14% among 220,000; inhibition, % at 5 µM; purified FXIa, Boc-Glu-Ala-Arg-AMC fluorogenic substrate;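 active = inhibition of at least 40%; inactive = inhibition below 40%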;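 note: fluorescence of freed AMC excited at 355 nm; 0% = enzyme without compound and 100% = no enzyme blank; many of its hits are not listed in these tables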
Furin inh = inhibitors of human furin; P09958; purified furin, fluorogenic substrate cleavage; AID 463115; inhibition, % at 30 µM; hit rate 0.061% among 220,000; in the data active = inhibition above about 25%; note: inactives centre near -15
m-calpain inh = calpain II (pig) inhibition; purified calpain II, fluorogenic peptide substrate, 30 min; inhibition, % at 16 µM; hit rate 0.37% among 220,000; AID 1236;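 active = inhibition above about 50%, limit read from the data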
Cl transport mod = modulates chloride dependent transport by human KCC2; Q9H2X9; KCC2 cells, thallium flux FluoZin-2 fluorescence; B-score of Tl+ flux slope (higher = more flux/activation; lower = inhibition) at 10 µM; hit rate 2.2% among 190,000;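 active = thallium flux slope and its plate-corrected score both differing from the plate sample mean at a set confidence after two filtering rounds, in either direction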;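 note: slope of fluorescence scaled to starting intensity during 10 to 20 s after thallium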
hK5 inh = blocks human kallikrein 5 protease activity. Q9Y337. recombinant hK5, fluorogenic AMC substrate cleavage. inhibition, % at 5 µM. hit rate 0.59% among 210,000. AID 873;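 active = inhibition of 40% or more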;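 note: 0% = enzyme controls without compound and 100% = no-enzyme blanks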
* = called active by the depositor; i = inactive; · = not tested or not shown; [ ] = another dose, or the depositor's remark. An excerpt; the hit share may differ from the screen's.

entry	structure	Rad51 HR inh	PERK inhibitor	FXIIa inh	thrombin 1536	FXIa inh
1	COc1ccc(OCCC(=O)NCC23CC4CC(CC(C4)C2)C3)cc1	-2	1.2	-10	-2	-6
2	CC(=O)c1cccc(N(C(=O)c2ccco2)C(C(=O)NC2CCCC2)c2ccc(N3CCOCC3)cc2)c1 (stereo unspecified)	·	0.7	7	-11	-2
3	CC(C)NC(NC(=O)Cc1ccccc1)C(Cl)(Cl)Cl (stereo unspecified)	0	1.1	6	-3	1
4	COc1ccc(-c2[nH]ncc2/C=N\NS(=O)(=O)c2ccc(Cl)cc2)cc1	2	0.5	5	-3	-7
5	O=C(Nc1ccc(Cl)cc1)OCCn1nnnc1C(c1ccccc1)N1CCOCC1 (stereo unspecified)	1	-0.8	1	-3	-3
6	Cn1c(N)c(C(=O)COC(=O)c2ccc(Cl)c(S(=O)(=O)N3CCCCC3)c2)c(=O)n(C)c1=O	-4	0.2	8	-2	14
7	Cc1ccc(N(CCC(=O)O)S(=O)(=O)c2ccccc2)cc1	17	0.5	-2	-4	2
8	CCN(CC)CCN1CCn2c3c(c4cc(C)ccc42)CCCC31 (stereo unspecified)	·	-0.9	11	0	10
9	COc1cc2c(cc1NC(=O)c1cccc([N+](=O)[O-])c1)oc1ccccc12	·	1.3	11	-1	-2
10	O=C(OCC1CC(c2ccccc2)=NO1)c1ccc(Cl)cc1 (stereo unspecified)	0	1.9	4	-4	-5
11	CC1=C(C(=O)OCCOc2ccccc2)C(c2coc3ccccc3c2=O)C2=C(CCCC2=O)N1 (stereo unspecified)	0	0.1	5	2	4
12	O=C(c1ccc(S(=O)(=O)c2ccc(F)cc2)c([N+](=O)[O-])c1)N1CCCCCC1	-19	-0.7	0	-9	-6

entry	Furin inh	m-calpain inh	Cl transport mod	hK5 inh
1	-11	21	0.84	-30
2	-21	0	-1.4	-2
3	-17[20 µM]	-15	0.63	-11
4	0[20 µM]	23	-0.28	-8
5	-22[20 µM]	6	-1.2	4
6	-5	46	-0.34	-14
7	-5	15	-0.34	-9
8	-4	-19	0.83	-21
9	-20[20 µM]	-164	·	-4
10	-16[20 µM]	-12	·	-12
11	-29	-55	0.35	2
12	-8	-4	-0.068	-31

Brought forward from above: 2 entries, followed by the next part.
entry	structure	Rad51 HR inh	PERK inhibitor	FXIIa inh	thrombin 1536	FXIa inh
11	CC1=C(C(=O)OCCOc2ccccc2)C(c2coc3ccccc3c2=O)C2=C(CCCC2=O)N1 (stereo unspecified)	0	0.1	5	2	4
12	O=C(c1ccc(S(=O)(=O)c2ccc(F)cc2)c([N+](=O)[O-])c1)N1CCCCCC1	-19	-0.7	0	-9	-6
13	Cc1cc(C)c(S(=O)(=O)N2C=CC(C(F)(F)F)=NCC2)c(C)c1	11	-1.7	0	9	15
14	O=S(=O)(c1ccc2c(c1)nc(COc1ccc(Cl)cc1)n2CC1CCCO1)N1CCOCC1 (stereo unspecified)	3	-1.2	15	5	7
15	Nc1c(C(=O)N2CCOCC2)sc(=S)n1-c1ccccc1	-3	0.8	4	-2	-1
16	CCNS(=O)(=O)c1cc(Br)ccc1OC	-10	1.6	-18	-6	-25
17	COc1ccc(C(=O)N2CCCC(c3nc(-c4cccs4)no3)C2)cc1OC (stereo unspecified)	4	-0.6	10	0	4
18	CCOC(=O)N1CCN(C(=O)CSc2ccc3nnc(CCNC(=O)c4ccc(OC)cc4)n3n2)CC1	8	0.0	9	1	-2
19	O=C(Nc1ccc(NC(=O)c2ccncc2)cc1)c1ccncc1	-8	0.7	1	-7	-7
20	C/C(=N\NC(=O)c1nc(C)cc(C)n1)c1ccccc1	-7	0.3	16	2	2
21	CCCc1nn2c(=O)cc(O)nc2s1	0	0.4	12	-6	3
22	CCc1cccc(NC(=O)CCCSc2nc3ccccc3[nH]2)c1	·	0.4	21	1	20
23	Cc1c(/C=N/NC(=O)C2(O)c3ccccc3-c3ccccc32)cnn1C	-10	0.5	-3	-6	-7
24	O=C1c2ccccc2C(=O)N1CNc1ccccc1	-2	0.6	19	2	1

entry	Furin inh	m-calpain inh	Cl transport mod	hK5 inh
11	-29	-55	0.35	2
12	-8	-4	-0.068	-31
13	-13[20 µM]	21	·	12
14	-19	8	·	-12
15	-8[20 µM]	11	·	3
16	-8[20 µM]	40	-0.027	-5
17	-28	-34	0.32	1
18	-3	16	0.036	-9
19	-17	-19	0.54	-1
20	-8[20 µM]	-15	·	-9
21	-28	3	-0.37	-13
22	-20	10	-2.6	-12
23	-2	-6	0.54	-9
24	-22[20 µM]	-5	·	-4

(next part)
entry	structure	Rad51 HR inh	PERK inhibitor	FXIIa inh	thrombin 1536	FXIa inh
25	Cc1ccsc1/C=N/NC(=O)CO	-2	0.2	9	1	-4
26	C=CCn1cc(-c2cccc(Cl)c2)cc(C#N)c1=O	0	-0.4	1	-7	-10
27	C=CCN(C(=O)C1=NN(C2CCS(=O)(=O)C2)C(=O)CC1)c1nc(-c2ccc([N+](=O)[O-])cc2)cs1 (stereo unspecified)	-4	-0.7	4	14	-2
28	Cc1nc(Nc2ccc(S(=O)(=O)N3CCCCC3C)cc2)c2nnn(Cc3ccccc3)c2n1 (stereo unspecified)	3	-0.3	5	-9	4
29	c1cc(-c2nn[nH]n2)ccc1CN1CCCCC1	-2	0.7	16	5	3
30	O=C(CSc1ccc(-c2ccccn2)nn1)c1ccc(F)cc1	3	-0.1	12	-5	-1
31	CC1=C/C(=N\NC(=S)Nc2cccnc2)CC(C)(C)C1	-9	0.0	22	4	40*
32	CCS(=O)(=O)c1ccc2oc(SCC(=O)NC3CCCC(C)C3C)nc2c1 (stereo unspecified)	2	-2.4	6	-3	-1
33	CCCn1c(SCC(=O)N2c3ccccc3Sc3ccccc32)nc2ccccc21	·	-0.9	5	-10	-1
34	COc1ccc(/C=N/NC(=O)CCCOc2ccc(Cl)cc2Cl)cc1	·	0.3	26	8	6
35	c1ccc(Nc2nc3ccccc3o2)cc1	-2	1.2	-5	-9	-6
36	CCc1ccc(S(=O)(=O)Nc2ccc(-c3nc4cccnc4s3)cc2)s1	-11	-0.4	-21	-14	-9

entry	Furin inh	m-calpain inh	Cl transport mod	hK5 inh
25	-17	13	·	12
26	-25[20 µM]	i	-1.3	-24
27	-22	-69	0.24	0
28	-16	1	0.16	-18
29	-21	-6	·	3
30	-30	-17	-2.8	34
31	-2	24	16*	13
32	-7[20 µM]	-29	-3.7	-16
33	-20	6	-0.11	-31
34	-7	17	0.1	3
35	-16[20 µM]	7	0.0078	-8
36	-36	i	1.1	i

Continued; it opens with the 3 that closed the last part.
entry	structure	Rad51 HR inh	PERK inhibitor	FXIIa inh	thrombin 1536	FXIa inh
34	COc1ccc(/C=N/NC(=O)CCCOc2ccc(Cl)cc2Cl)cc1	·	0.3	26	8	6
35	c1ccc(Nc2nc3ccccc3o2)cc1	-2	1.2	-5	-9	-6
36	CCc1ccc(S(=O)(=O)Nc2ccc(-c3nc4cccnc4s3)cc2)s1	-11	-0.4	-21	-14	-9
37	CCOC(=O)CN1C(=O)C(Sc2n[nH]c(-c3ccc(O)cc3)n2)CCc2ccccc21 (stereo unspecified)	-8	-0.5	-5	-8	-11
38	Cc1cccc(N2C(S)=C(C#N)C(=O)NC2c2cccs2)c1 (stereo unspecified)	3	0.3	18	2	18
39	Cn1cccc1/C=C1\SC(=S)N(Nc2ccccc2)C1=O	-27	0.3	10	1	9
40	Cc1ccc(Cc2cnc(NC(=O)/C(C#N)=C/c3ccc(-c4ccccc4[N+](=O)[O-])o3)s2)cc1	·	0.3	17	5	7
41	COc1cccc(-c2nn(C)c3sc(C(=O)NCc4ccccn4)cc23)c1	2	-0.6	17	2	5
42	CC1(C)CC(=O)/C(=C(/O)CCCN2C(=O)c3ccccc3C2=O)C(=NC(C)(C)C)C1	6	0.2	10	-2	-1
43	O=C(NC1CCCC1)c1ccc(CS(=O)(=O)c2cccc(C(F)(F)F)c2)o1	-4	0.7	19	-4	3
44	COc1ccc(NC(=S)N2CCNC(=O)C2CC(=O)Nc2ccc(C)cc2)cc1 (stereo unspecified)	-8	0.4	-6	-8	-3
45	COc1ccc(N(C(=O)c2cccnc2)S(=O)(=O)c2ccccc2)cc1	·	1.1	0	4	-4
46	Cc1ccc(CNC(=O)c2ccccc2NC(=O)CSc2nnnn2C)cc1	-6	-0.1	12	-2	2
47	COC(=O)[C@H](Cc1ccccc1)NC(=O)O[C@H]1C(=O)c2ccc(OC)cc2O[C@@H]1c1ccc2c(c1)OCO2	5	-1.3	4	-4	-2
48	O=Cc1cccc(Oc2ccc([N+](=O)[O-])cc2[N+](=O)[O-])c1	-2	1.9	3	-3	-3

entry	Furin inh	m-calpain inh	Cl transport mod	hK5 inh
34	-7	17	0.1	3
35	-16[20 µM]	7	0.0078	-8
36	-36	i	1.1	i
37	-14[20 µM]	17	-0.5	-1
38	-5	-6	0.082	-6
39	-9	12	-0.26	-5
40	-17[20 µM]	-135	0.97	-28
41	-14	i	-1.3	-20
42	-20	-21	·	2
43	-19	-8	-0.2	-4
44	-10	-12	0.095	-6
45	-10	19	0.37	·
46	-2	-18	0.37	-15
47	-18	-103	0.096	-12
48	-19	7	-0.78	-2

Next part:
entry	structure	Rad51 HR inh	PERK inhibitor	FXIIa inh	thrombin 1536	FXIa inh
49	OCCN1CCN(CC(O)C(F)(F)F)CC1 (stereo unspecified)	-1	1.9	1	0	-5
50	Cc1ccccc1OCc1nc2ccccc2c(=O)n1/N=C/c1c[nH]c2ccccc12	13	0.7	12	-5	2
51	C=CCOC(=O)C1=C[C@@H](c2ccc3c(c2)OCO3)C[C@@H](OCc2ccc(CO)cc2)O1	4	-0.2	2	-7	-3
52	CC(C)CC(=O)NC1(C(F)(F)F)C(=O)Nc2c1c(=O)n(C)c(=O)n2C (stereo unspecified)	0	0.9	17	-4	-2
53	CC(C)[C@H](NC(=O)NCc1ccc(Cl)cc1)C(=O)O	-14	1.4	-21	-6	-20
54	Cc1c(Cc2ccc3c(c2)OCO3)sc(NC(=O)c2ccccc2)c1C(N)=O	1	0.8	6	-5	3
55	CN1CCN(C(=S)NC(=O)/C=C/c2ccccc2Cl)CC1	-3	0.0	4	-8	-3
56	COc1ccc(OCC(=O)Nc2ncc3c(n2)CC(C)(C)CC3=O)cc1	0	1.5	20	2	4
57	CCn1c(SCC(=O)OC)nc2sc3c(c2c1=O)CC(C)(C)OC3	4	-1.9	3	-6	-1
58	COc1cc2c(cc1OC)C(C)N(C(=O)c1cc3c(s1)-c1ccccc1OC3)CC2 (stereo unspecified)	·	-0.1	2	-3	3

entry	Furin inh	m-calpain inh	Cl transport mod	hK5 inh
49	-33	-6	0.98	-12
50	-27	-17	-0.3	-15
51	-12	5	-0.28	-4
52	-30[20 µM]	-7	-3.5*	0
53	-7[20 µM]	-34	-0.43	-15
54	-19	-141	0.65	-16
55	-16	-26	0.93	0
56	-9	21	·	-8
57	-14	13	-0.88	0
58	-25	-254	-0.77	-9

Some of these compounds in order of their number in hK5 inh, high to low:
cpd	Compound	PERK inhibitor	FXIIa inh	thrombin 1536	FXIa inh	Furin inh	m-calpain inh	Cl transport mod	hK5 inh
52	CC(C)CC(=O)NC1(C(F)(F)F)C(=O)Nc2c1c(=O)n(C)c(=O)n2C (stereo unspecified)	0.9	17	-4	-2	-30[20 µM]	-7	-3.5*	0
51	C=CCOC(=O)C1=C[C@@H](c2ccc3c(c2)OCO3)C[C@@H](OCc2ccc(CO)cc2)O1	-0.2	2	-7	-3	-12	5	-0.28	-4
56	COc1ccc(OCC(=O)Nc2ncc3c(n2)CC(C)(C)CC3=O)cc1	1.5	20	2	4	-9	21	·	-8
